MEX-5 binding – C. elegans MEX-5 TCR-2 RNA binding activity. AID 1832. activity score (negative = inhibition of binding), % at 10 µM. MEX-5/FITC-TCR2 RNA binding, fluorescence polarization; active compounds read low. 0.38% of 300,000 active. Q9XUB2;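 active = inhibition past about -25% in most replicates, and total fluorescence under double the plate's negative control median, limit read from the data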;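 also: 0% = DMSO and -100% = 5 µM competing unlabeled TCR2 RNA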
PAD4 inh – blocks human protein arginine deiminase 4 | inhibition, % at 6.36 µM | 0.41% of 330,000 active | recombinant PAD4, RCA probe fluorescence polarization | Q9UM07;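 active = percent inhibition above a cutoff equal to the mean of all tested compounds plus 3 SD, cut at about 15% in these data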;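 also: 0% = PAD4 with RCA probe and DMSO and 100% = probe without PAD4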
PME-1 inh – blocks human protein phosphatase methylesterase 1. Q9Y570. recombinant PME-1, FP-Rh probe fluorescence polarization. inhibition, % at 5.9 µM. 0.53% of 320,000 active. AID 2130;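 active = inhibition above the campaign mean of all compounds plus 3 SD, cut at about 26% in these data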;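 also: competitive labeling of PME-1 active site by serine hydrolase directed probe; 0% = PME-1 with DMSO and 100% = wells lacking PME-1 enzyme; inhibitors block probe labeling so polarization falls and inhibition rises; many of its hits are not listed in these tables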
Target sequence (Q9Y570 whole entry, looked up): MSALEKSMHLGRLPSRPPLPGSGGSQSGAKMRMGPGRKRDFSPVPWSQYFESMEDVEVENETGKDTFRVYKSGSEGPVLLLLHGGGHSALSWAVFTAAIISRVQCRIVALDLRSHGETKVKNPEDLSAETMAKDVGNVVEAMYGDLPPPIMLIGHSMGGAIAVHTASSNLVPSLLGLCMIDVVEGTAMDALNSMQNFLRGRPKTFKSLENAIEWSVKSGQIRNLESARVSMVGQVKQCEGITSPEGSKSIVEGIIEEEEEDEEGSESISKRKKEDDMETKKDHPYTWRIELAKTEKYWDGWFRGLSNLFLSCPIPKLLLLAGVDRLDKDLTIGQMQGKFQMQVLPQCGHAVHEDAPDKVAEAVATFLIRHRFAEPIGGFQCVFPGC
GLD-1 TGE inh – GLD-1-TGE RNA interaction inhibition (C. elegans); Q17339; purified GLD-1 + fluorescein TGE RNA, fluorescence polarization; inhibition, % at 5.96 µM; 0.44% of 320,000 active;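 active = percent inhibition above a per-plate cutoff, the plate mean of test compounds plus 3 SD, cut at about 30% in these data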;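 also: 0% = DMSO wells with GLD-1 and probe and 100% = wells lacking GLD-1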
Target sequence (Q17339 whole entry, looked up): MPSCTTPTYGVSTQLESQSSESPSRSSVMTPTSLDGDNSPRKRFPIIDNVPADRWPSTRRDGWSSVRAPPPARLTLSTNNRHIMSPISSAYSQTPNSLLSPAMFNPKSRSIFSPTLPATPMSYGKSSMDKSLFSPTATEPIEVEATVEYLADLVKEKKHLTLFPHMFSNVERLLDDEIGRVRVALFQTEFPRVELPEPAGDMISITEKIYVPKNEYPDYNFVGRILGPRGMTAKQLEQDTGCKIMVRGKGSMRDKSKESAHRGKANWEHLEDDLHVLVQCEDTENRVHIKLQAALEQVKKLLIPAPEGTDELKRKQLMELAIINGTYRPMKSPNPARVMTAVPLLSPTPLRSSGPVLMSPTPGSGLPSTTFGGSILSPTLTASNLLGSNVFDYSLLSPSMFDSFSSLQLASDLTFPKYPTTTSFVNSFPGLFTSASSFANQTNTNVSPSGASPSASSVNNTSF
GSTO1 inh – GSTO1 inhibition, counter-screen for RBBP9 inhibitors. P78417. recombinant GSTO1, activity-based probe fluorescence polarization. inhibition, % at 5.96 µM. 1.1% of 300,000 active. AID 1974;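 active = inhibition above the campaign mean inhibition plus 3 SD, cut at about 35% in these data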;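 also: 0% = GSTO1-1 with DMSO and 100% = wells lacking GSTO1-1 enzyme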
Target sequence (P78417 whole entry, looked up): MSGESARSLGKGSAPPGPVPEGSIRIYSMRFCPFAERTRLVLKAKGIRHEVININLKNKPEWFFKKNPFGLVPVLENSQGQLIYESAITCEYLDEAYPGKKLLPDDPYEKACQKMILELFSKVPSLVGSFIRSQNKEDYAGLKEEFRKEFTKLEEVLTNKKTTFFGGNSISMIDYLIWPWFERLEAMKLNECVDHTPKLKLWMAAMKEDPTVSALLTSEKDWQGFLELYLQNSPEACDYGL
BCLXL inh – blocks human Bcl-xL binding to Bim BH3 peptide. Q07817. inhibition, % at 10.9 µM. 0.7% of 320,000 active. GST-Bcl-xL / FITC-Bim BH3 peptide fluorescence polarization;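 active = inhibition above the mean of all tested compounds plus 3 SD, cutoff set per campaign, cut at about 30% in these data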;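 also: 0% = DMSO wells and 100% = unlabeled Bim-BH3 peptide competitor; inhibitors lower millipolarization by displacing the labeled peptide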
TPT1 inhibitor – blocks Candida albicans tRNA 2'-phosphotransferase; recombinant caTPT1, FP RNA substrate dephosphorylation; inhibition, % at 5 µM; 0.81% of 300,000 active;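 active = inhibition above the mean of all tested compounds plus 3 SD, set per screening campaign, cut at about 24% in these data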;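 also: plate controls were DMSO alone for no effect and ferristatin control at 100 nM for full effect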
MCL1 BIM primary – MCL1-BIM-BH3 interaction inhibition (human); Q07820; 0.68% of 320,000 active; inhibition, % at 10.9 µM; GST-MCL1 / FITC-Bim-BH3 fluorescence polarization;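 active = inhibition above the mean inhibition of all tested compounds plus 3 SD, set per campaign, cut at about 40% in these data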;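 also: 0% = DMSO wells and 100% = unlabeled Bim-BH3 peptide control; higher means more loss of mP so more displacement of Bim peptide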
Fam108B inh – Fam108B inhibition, counter-screen for RBBP9 inhibitors; recombinant Fam108B, FP-Rh probe fluorescence polarization; inhibition, % at 9.51 µM; 0.33% of 300,000 active;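 active = inhibition above the screen mean inhibition plus 3 SD, computed separately per campaign, cut at about 18% in these data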;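 also: inhibitors lower polarization as less probe binds the enzyme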
Starred values were filed as active, the others as inactive; . = not tested or not shown.

SMILES | MEX-5 binding | PAD4 inh | PME-1 inh | GLD-1 TGE inh | GSTO1 inh | BCLXL inh | TPT1 inhibitor | MCL1 BIM primary | Fam108B inh
Cc1ccc(NC(=O)c2ccnc(C(C)(C)C)c2)cc1 | 0.5 | 0 | 0 | -6 | 8 | 3 | -1 | 8 | -1
CCOC(=O)c1csc(NC(=O)CN2CCOCC2)n1 | -1.4 | -1 | 3 | -3 | 1 | 4 | 0 | 2 | 1
CCCN(C(=O)CSc1nnnn1C)C1CCS(=O)(=O)C1 (stereo not drawn) | 0.8 | -1 | -2 | 0 | 5 | 0 | 0 | -1 | 3
COc1ccccc1Cn1c(=S)[nH]c2cc(C(=O)N3CCC(C(N)=O)CC3)ccc2c1=O | 3.1 | 0 | 6 | 2 | 8 | -5 | 0 | -7 | 1
Cc1cc(C)n2nc(SCc3ccc(C#N)cc3)nc2n1 | -1.4 | -2 | -1 | -83 | -1 | 3 | 4 | -4 | -2
CS(=O)(=O)N1CCCC(C(=O)Nc2ccc(F)cc2F)C1 (stereo not drawn) | 1.8 | -13 | -2 | -8 | 5 | 1 | -6 | 3 | -1
CCNc1nc(NCC)n2c(SCC(=O)Nc3ccccc3F)nnc2n1 | -0.1 | 2 | 3 | -3 | 8 | 2 | 1 | 7 | 3
CCC(=O)c1ccc(OCC(=O)OCC(=O)NCc2cccs2)cc1 | -1.0 | -5 | 0 | 7 | 0 | -1 | 0 | -3 | 1
O=C(Nc1ccc(N2CCCCC2)cc1)c1cncc(Br)c1 | -3.1 | -7 | 2 | 6 | -2 | 5 | -4 | 4 | -5
CCCC(=O)N(CCN1CCOCC1)c1nc2c(C)cccc2s1 | 2.3 | 2 | 7 | 0 | 2 | 1 | 1 | 6 | 2
O=C1C=C(c2cccc(Br)c2)C[C@@H](c2ccc3c(c2)OCO3)C1 | . | -3 | -1 | 6 | . | 3 | . | 2 | .
Cc1nn(CC(=O)N/N=C/c2ccc3c(c2)OCO3)c(C)c1Br | 0.6 | 3 | 2 | 4 | -1 | 4 | 2 | 2 | -4
CCCCNC(=S)N/N=C/c1cccc(OCC)c1O | -2.4 | 6 | -4 | -2 | 0 | 4 | -3 | 9 | -1
CC(C)c1nnc(NC(=O)CCS(=O)(=O)Cc2ccccc2)s1 | -0.1 | 1 | 6 | 7 | -5 | 3 | 2 | 7 | 4
CC1CCc2c(sc(NC(=O)c3ccc(N4C(=O)CCC4=O)cc3)c2C(N)=O)C1 (stereo not drawn) | . | -1 | 0 | 0 | . | 12 | . | 10 | .
c1ccc(Nc2nc3ccccc3o2)cc1 | 0.0 | -3 | 5 | -1 | -9 | 0 | 1 | 2 | -1
CCCCOC(=O)Nc1cc(C)c(Cl)cc1OC | 3.4 | -1 | 1 | 0 | 5 | 2 | -2 | 2 | 6
CCCC(=O)Nc1cc(C(F)(F)F)ccc1N1CCOCC1 | 0.0 | -5 | -1 | 0 | 7 | 5 | -1 | -3 | 2
O=C1/C(=C/c2cccc3ccccc23)CCCc2ccccc21 | 1.0 | -1 | -9 | 2 | -1 | 9 | 0 | 7 | -8
Fc1ccc(N2CCN(C3=Nc4cccc5cccc3c45)CC2)cc1 | -6.0 | -3 | -1 | -4 | -1 | -7 | 19 | -17 | 3
O=C(COc1ccc2c(c1)C(=O)CC1(CCCCC1)O2)NCc1ccccn1 | 3.0 | -9 | 1 | -2 | -6 | 1 | -1 | 4 | -2
COc1cc(N)c(Br)cc1C(=O)O | 1.6 | 0 | -2 | 3 | 4 | 1 | -1 | 1 | 3
O=C1CC(CCC(=O)NC2CC2)c2ccccc2N1 (stereo not drawn) | -3.1 | 0 | 0 | 1 | 3 | 0 | -1 | -8 | 2
Cc1cc2n(n1)C(c1ccc(N(C)C)cc1)Nc1ccccc1-2 (stereo not drawn) | -1.7 | -1 | 15 | 0 | -1 | 6 | 2 | -8 | 5
Cc1cccc(C)c1NC(=O)N1CC=C(n2c(=O)[nH]c3ccccc32)CC1 | 1.9 | 1 | 6 | -3 | -7 | 6 | 0 | 2 | 3
Carrying on.
SMILES | MEX-5 binding | PAD4 inh | PME-1 inh | GLD-1 TGE inh | GSTO1 inh | BCLXL inh | TPT1 inhibitor | MCL1 BIM primary | Fam108B inh
CN(C)C1=NC(=O)/C(=C\c2ccccc2)S1 | 0.3 | 3 | 6 | 0 | 0 | -2 | -2 | 2 | 2
CN(C(=O)CSc1nnc(NCc2ccccc2)s1)C1CCS(=O)(=O)C1 (stereo not drawn) | 1.8 | 3 | 10 | -1 | 5 | -11 | -2 | -1 | 0
CC(C)n1ncc2c(C(=O)NCc3ccccc3CN(C)C)cc(C3CC3)nc21 | . | 1 | -2 | 5 | . | 4 | . | 9 | .
CCCCn1c(N)c(N(CCC(C)C)C(=O)C2CCCN(C(=O)c3ccc(Cl)cc3)C2)c(=O)[nH]c1=O (stereo not drawn) | 0.9 | 9 | 0 | -3 | 4 | -11 | -4 | -13 | -4
Cc1ccccc1OCc1nnc(SCC(=O)NCc2ccccc2)n1C | -0.4 | 6 | 0 | 3 | 6 | -3 | -1 | -2 | 10
COc1ccc2cc(C(N)=O)c(=Nc3ccccc3)oc2c1 | 0.7 | 4 | -3 | -4 | 0 | 3 | -5 | 11 | -3
O=c1[nH]c(CN(CCc2ccccc2)S(=O)(=O)c2ccc(Cl)cc2)nc2ccccc12 | 2.9 | -2 | -6 | -2 | 0 | -5 | 1 | 1 | 2
O=C(CNC(=O)c1ccco1)OCc1ccc(Br)cc1 | -0.9 | -7 | 1 | 4 | 0 | -1 | -1 | 6 | 1
COc1ccc(CCNc2oc(-c3ccco3)nc2C#N)cc1 | 1.4 | 1 | 5 | -2 | 1 | 2 | 0 | -5 | 1
O=C(C1CC1)N1CCC(Oc2cccc(C(=O)N3CCCCC3CCO)c2)CC1 (stereo not drawn) | -0.6 | -6 | 3 | 2 | 4 | -2 | 3 | 7 | 1
Cc1ccc(S(=O)(=O)NCCS(=O)(=O)N2CCN(c3ccccc3)CC2)cc1 | -2.2 | 3 | -2 | 6 | 7 | 1 | -1 | 2 | -1
N#Cc1c(-c2ccccc2)nc2n1CCS2 | 0.3 | 1 | -1 | 5 | 4 | 2 | 0 | 2 | 2
Cc1ccc(-c2nnn3c2nc(NCCc2ccc(S(N)(=O)=O)cc2)c2ccccc23)cc1 | -0.1 | -3 | -4 | 1 | 0 | 0 | 2 | -1 | -1
C/C(=N/N=C/c1ccccc1O)c1ccccc1O | -0.8 | 0 | 2 | -3 | 7 | 5 | 0 | 3 | -2
CCC(Sc1nc(N)c(NC(=O)c2ccc(OC)cc2)c(=O)[nH]1)C(=O)O (stereo not drawn) | -3.4 | -1 | 2 | -4 | 3 | 7 | -3 | 7 | 2
COc1ccccc1CCNC(=O)c1ccoc1C | 2.0 | 0 | 2 | 7 | -2 | 4 | 0 | 13 | -3
CCOC(=O)c1c(C(=O)OCC)c(C)n(CCc2ccc(OC)c(OC)c2)c1C | -1.0 | -3 | -5 | -1 | -2 | 4 | 0 | 4 | 6
CC1=C(C(=O)Nc2ccc(F)cc2)C(c2ccc(C)o2)C2=C(CC(C)(C)CC2=O)N1 (stereo not drawn) | 0.3 | 0 | 2 | 6 | 2 | 7 | -6 | 1 | 3
Cc1c(C(=O)N2CCCCC2)c(S(=O)(=O)Nc2ccc(F)cc2F)c(C)n1C | -0.9 | 2 | 2 | 3 | 2 | 7 | -4 | 12 | 1
CC(C)Sc1cc(N2CCOCC2)nc(-c2ccc(Cl)cc2)n1 | 0.2 | -5 | -6 | -3 | 6 | 2 | 3 | 3 | -6
COc1ccc(CCCc2n[nH]c(=S)n2C)cc1C | 2.2 | 0 | 5 | 1 | 4 | -15 | 2 | -20 | 1
CCOC(=O)c1nc2cc3n(c(C)c-2c1C)C(C)C(C)=C3C (stereo not drawn) | -1.2 | 0 | 3 | 7 | -1 | 7 | 8 | 9 | 5
COc1cccc(C(=O)NC(=S)N2CCN(c3ccc(C(F)(F)F)cc3[N+](=O)[O-])CC2)c1 | 2.6 | -6 | 5 | 6 | -8 | -1 | -1 | 1 | -2
CCc1ccccc1NC(=S)N(Cc1cccnc1)Cc1ccco1 | 1.0 | -5 | 2 | -6 | 0 | -2 | 1 | 7 | 2
Cc1cc(C)cc(NC(=O)c2cccc3c2C(=O)N(C2CCCCC2)C3)c1 | -1.9 | 0 | -1 | -2 | 2 | 6 | -1 | -2 | 2
Other structures follow.
SMILES | MEX-5 binding | PAD4 inh | PME-1 inh | GLD-1 TGE inh | GSTO1 inh | BCLXL inh | TPT1 inhibitor | MCL1 BIM primary | Fam108B inh
COc1ccc(C2CCN(Cc3cccnc3)CC2O)cc1 (stereo not drawn) | -2.0 | -4 | -6 | 2 | -4 | 6 | 0 | 4 | -2
COc1ccc(N2C(=O)CSCC2=O)cc1OC | -0.6 | -2 | 4 | 9 | -8 | 0 | 0 | -6 | 2
COc1cccc(CN(C)C(=O)CNC(=O)c2ccc(-c3ccccc3)cc2)c1OC | 1.6 | -2 | 1 | 12 | 7 | 1 | 0 | 0 | 1
NC(=O)NC(=O)COC(=O)c1sc2ccccc2c1Cl | -0.5 | 1 | 3 | 2 | 4 | -2 | 12 | -5 | -116
OCCC1CN(Cc2ccc3cc(Cl)ccc3n2)CCN1Cc1ccsc1 (stereo not drawn) | . | -3 | -6 | 1 | -6 | 0 | 2 | 1 | -9
Cc1nc2n[nH]c(N)c2c2c1COC(C)(C)C2 | 2.8 | -6 | 1 | 0 | 0 | 3 | 0 | 6 | 11
Cn1c(CO)cnc1SCc1ccc([N+](=O)[O-])cc1 | 1.0 | -4 | -5 | -2 | 6 | -9 | 6 | -3 | 0
COc1ccc(Cl)c2sc(N3CCN(C(=O)C4=COCCO4)CC3)nc12 | -0.2 | -5 | 4 | 3 | 3 | -2 | 0 | -2 | 2
COCc1[nH][nH]c(=O)c1C=Nc1ccc(F)cc1F | -1.5 | -8 | -4 | -5 | 7 | 2 | -5 | 0 | -5
C[N+]1(CCOC(=O)C2(c3ccccc3)CCCC2)CCCCC1 | -1.4 | 2 | -1 | 9 | 1 | -8 | 3 | -18 | 4
Cc1ccc(C)c(COC(=O)c2cc([N+](=O)[O-])ccc2N2CCOCC2)c1 | 0.7 | -1 | 2 | 1 | -3 | 3 | -1 | 1 | 3
CCc1ccccc1NC(=O)c1ccc(F)c(S(=O)(=O)N2CCC(C(N)=O)CC2)c1 | . | 2 | -1 | 1 | 0 | 0 | 0 | -6 | 1
Cc1cc(C)cc(N(CC(=O)Nc2cccc(C)c2C)S(=O)(=O)c2c(C)[nH]c(=O)[nH]c2=O)c1 | -2.0 | -1 | 8 | 5 | 2 | 5 | -2 | 5 | 0
O=C(/C=N/O)NCCCN1CCCCCC1 | 1.4 | -3 | 0 | 1 | 0 | 5 | 1 | 11 | 0
COCCN(C(=O)c1ccccc1)c1nc(-c2ccc(OC)cc2)cs1 | -2.0 | -2 | 2 | 4 | -7 | 4 | -1 | 7 | -1
O=C1Cc2ccccc2N1c1ccccc1 | 1.0 | 2 | 2 | 0 | 2 | 4 | -1 | 3 | -4
CCOC(=O)C1=C(C)NC(C)=C(C(=O)OC)C1c1cccc(Cl)c1Cl (stereo not drawn) | 1.1 | -1 | 0 | 3 | 5 | -1 | 0 | -3 | 5
Cc1nc2ccccc2c2oc(C(=O)NC3CC3)cc12 | -0.9 | 1 | 5 | 1 | 6 | 4 | -1 | 2 | 5
Cc1ccccc1N(C(=O)c1ccccn1)C(C(=O)NCc1ccccc1)c1ccncc1 (stereo not drawn) | 1.9 | -8 | -4 | -6 | 2 | -5 | 0 | -14 | -4

Compound activity deposited in PubChem by several laboratories.

These rows are one share of the data (hit frequency here may not be typical).
